TDP2 inh: TDP2 (human) inhibition, absorbance primary screen. inhibition, % at 12.8 µM. AID 720702. actives 0.34% (n = 370,000). recombinant TDP2, T5PNP hydrolysis, p-nitrophenol absorbance 415 nm;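 active = inhibition above the mean of all tested compounds plus 3 SD, set per campaign, cut at about 25% in these data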;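 note: 0% = DMSO with enzyme and 100% = buffer with substrate but no TDP2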
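System – recombinant human TDP2 · Quantity – TDP2 enzyme at 120 nM final · Doses – single concentration, 12.8 µM nominal, with 1% DMSO · Incubation – 2 h at 37 °C · Measured by – epi absorbance of p-nitrophenol freed from T5PNP by hydrolysis · Read-out – % inhibition relative to enzyme-containing and enzyme-free wells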
DDE Tn7 FP inh: inhibitors of Tn7 peptide binding to human fibrin DD(E) | P02675 | inhibition, % at 8.3 µM | FP displacement of FITC-Tn7 peptide from fibrin DD(E); 0% = median of compound wells per plate | actives 0.13% (n = 370,000);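 active = inhibition above the mean of compounds falling within the control limits plus 3 SD of them, cut at about 14% in these data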;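 note: 0% = plate median of compound wells and 100% = 10 µM Aha-Tn7 peptide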
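Assay system: human fibrin DD(E) protein / Input: 2 µM fibrin DD(E) / Benchmarks: high control of 10 µM Aha-Tn7 peptide / Measured by: fluorescence polarization of the labelled Tn7 tracer / Medium: Tris buffer with calcium and detergent, pH 7.8 / Timing: 10 min compound pre-incubation, 3 h probe incubation at room temperature / Repeats: one replicate per compound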
ASAP1 GAP inh: ASAP1 ArfGAP inhibition; Q9ULH1; ASAP1-stimulated ARF1 GTP hydrolysis, GDP FP detection; inhibition, % at 16.5 µM; actives 0.19% (n = 360,000); AID 624377; in the data active = inhibition above about 25%;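 note: 0% = vehicle with enzyme and substrate and 100% = no enzyme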
Target sequence (Q9ULH1 325-724 limits assumed): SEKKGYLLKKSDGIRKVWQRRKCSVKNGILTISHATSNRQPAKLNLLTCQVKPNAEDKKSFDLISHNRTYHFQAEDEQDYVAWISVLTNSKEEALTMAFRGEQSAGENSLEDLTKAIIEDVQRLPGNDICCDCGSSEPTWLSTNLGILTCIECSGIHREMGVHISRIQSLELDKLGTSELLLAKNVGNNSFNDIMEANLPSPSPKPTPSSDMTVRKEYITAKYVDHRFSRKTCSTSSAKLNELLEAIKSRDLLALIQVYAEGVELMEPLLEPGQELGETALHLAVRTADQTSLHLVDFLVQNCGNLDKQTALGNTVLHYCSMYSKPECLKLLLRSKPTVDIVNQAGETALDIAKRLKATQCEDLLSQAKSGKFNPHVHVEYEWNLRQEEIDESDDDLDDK
ADAM10 inh: inhibits human ADAM10; O14672; recombinant ADAM10, EDANS/DABCYL FRET peptide cleavage, 3 h; inhibition, % at 7 µM; actives 0.62% (n = 370,000); AID 720582;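 active = inhibition above a per-campaign cutoff equal to the mean of compounds falling between control-based bounds plus 3 SD, cut at about 20% in these data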;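 note: 0% = DMSO wells while the 100% control is not disclosed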
PLCg1 inh: PLC-gamma1 (human) inhibition, primary screen; P19174; purified PLC-gamma1, fluorogenic substrate, fluorescence; inhibition, % at 12.2 µM; actives 0.84% (n = 370,000); in the data active = inhibition above about 9.5%
LEDGF integ inh: blocks HIV-1 LEDGF/p75-dependent DNA integration | TR-FRET IN-LEDGF/p75 DNA integration, Eu/Cy5 | inhibition, % at 3.7 µM | actives 0.64% (n = 370,000) | AID 743269;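 active = inhibition above the screen-wide mean plus 3 SD, cut at about 13% in these data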;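 note: signal is the Cy5 over europium emission ratio at 671 and 618 nm; 0% = plate median of compound wells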
KLK7 zymogen act: activates the human kallikrein-7 zymogen; P49862; purified proKLK7, EDANS-DABCYL substrate fluorescence; 100% is mature enzyme control, 0% vehicle; activation, % at 7 µM; actives 0.9% (n = 370,000); AID 652039;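 active = activation above the mean of all tested compounds plus 3 SD, computed per campaign excluding outliers beyond control limits, cut at about 13% in these data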
ARFGAP1 inh: inhibits rat ARF GTPase activating protein 1. Arfgap1-stimulated ARF1 GTP hydrolysis, GDP FP detection. inhibition, % at 16.5 µM. actives 0.26% (n = 360,000). AID 651572;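 active = inhibition above a per-plate limit, mean inhibition of low control wells plus 3 SD, cut at about 25% in these data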;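 note: 0% = DMSO wells with enzyme and 100% = wells lacking Arfgap1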
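Material: rat Arfgap1 GAP domain (His6, aa 1-136), purified enzyme. Also added: human ARF1(Δ1-17)-GTP substrate. Compound dosing: 16.5 µM single point, 1.26% DMSO. Timing: enzyme reaction 120 min at 25 °C after 20 min preincubation. Signal: GDP detection by fluorescence polarization. Read-out basis: percent inhibition of GAP-stimulated GDP formation, scaled between DMSO and no-Arfgap1 medians.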
Tn6 DDE FP: disrupts Tn6 cyclic peptide binding to fibrin D-Dimer-E complex; P02675; Fibrin DD(E) TRITC-Tn6 fluorescence polarization displacement; inhibition, % at 8.3 µM; actives 0.21% (n = 370,000); AID 720509;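 active = inhibition above a per-campaign cutoff: mean of compounds within control limits plus 3 SD, cut at about 15% in these data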;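 note: 0% = median of all compound wells on the plate and 100% = blocking peptide control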
ADAM17 inh: inhibitors of human ADAM17. P78536. recombinant ADAM17, EDANS/DABCYL FRET peptide cleavage. inhibition, % at 6.95 µM. actives 0.83% (n = 370,000). AID 720648;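 active = inhibition above the mean of compounds lying between control limits plus 3 SD, set per campaign, cut at about 8.5% in these data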;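 note: 0% = DMSO-only wells as the low control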
Target sequence (P78536 215-824 limits assumed): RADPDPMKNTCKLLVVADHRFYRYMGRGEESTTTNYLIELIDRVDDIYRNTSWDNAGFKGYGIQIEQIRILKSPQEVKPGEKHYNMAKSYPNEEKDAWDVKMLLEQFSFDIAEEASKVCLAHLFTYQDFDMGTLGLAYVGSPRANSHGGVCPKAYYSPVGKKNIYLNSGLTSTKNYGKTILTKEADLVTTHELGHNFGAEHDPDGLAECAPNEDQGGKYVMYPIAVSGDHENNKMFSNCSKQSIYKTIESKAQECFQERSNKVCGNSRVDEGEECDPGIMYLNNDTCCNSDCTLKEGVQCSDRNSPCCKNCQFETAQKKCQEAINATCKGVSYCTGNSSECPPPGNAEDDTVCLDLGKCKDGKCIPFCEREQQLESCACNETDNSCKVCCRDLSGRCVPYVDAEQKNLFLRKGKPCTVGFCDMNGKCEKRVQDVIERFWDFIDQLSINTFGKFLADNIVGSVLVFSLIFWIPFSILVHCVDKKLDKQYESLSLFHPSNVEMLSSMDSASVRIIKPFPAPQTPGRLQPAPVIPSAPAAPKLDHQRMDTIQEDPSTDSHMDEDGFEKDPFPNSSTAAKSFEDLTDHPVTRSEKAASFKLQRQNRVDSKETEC
Numbers without * were called inactive; / = no result given; & = joins results of further samples.

SMILES | TDP2 inh | DDE Tn7 FP inh | ASAP1 GAP inh | ADAM10 inh | PLCg1 inh | LEDGF integ inh | KLK7 zymogen act | ARFGAP1 inh | Tn6 DDE FP | ADAM17 inh
CCN(CC)S(=O)(=O)c1ccc(NC(=S)Nc2ccccc2)cc1 | 17 | -2 | 10 | 4 | 0 | 1 | 0.1 | 12 | -3 | -2
CCOc1ccc(C(=O)NC(=S)Nc2ccc(N3CCC(C)CC3)cc2)cc1[N+](=O)[O-] | -10 | -7 | 18 | -8 | 6 | -5 | 0.3 | -4 | -2 | 5
CC(C)(C)SCCNC(=O)CN1C(=O)c2ccccc2S1(=O)=O | 0 | -2 | 4 | -1 | -1 | 3 | -0.6 | 11 | 1 | -1
C[C@@H](C(=O)Nc1ccc2ccccc2c1)[C@@H]1C[C@@]1(C)[C@@H](N)c1ccccc1 | 1 | 6 | 7 | -6 | 1 | -1 | 0.7 | 2 | 7 | -5
Cn1c2ccccc2n2c(=O)cc(-c3ccccc3)c(C#N)c12 | 14 | -4 | 10 | -64 | -51 | -1 | -0.9 | 4 | -7 | -23
CC(C)c1ccc(N2C(=O)CC(NNC(=O)c3ccccc3Cl)C2=O)cc1 (centres undefined) | 10 | -8 | -12 | 2 | 1 | 6 | 0.1 | -8 | -8 | -3
C/C(Cn1cnc([N+](=O)[O-])n1)=N\NC(=O)c1ccc(Br)cc1 | 1 | -4 | 16 | 2 | -6 | 0 | -0.7 | -7 | -5 | -1
O=C(CSc1nc(O)c(Cc2ccccc2)c(=O)[nH]1)c1ccccc1 | -11 | -2 | -4 | 2 | 0 | 0 | -0.3 | 0 | 1 | -2
C[C@@H]1C[C@@H]2O[C@H]2CCCCC(=O)Cc2cc(O)cc(O)c2C(=O)O1 | -4 | 9 | / | -11 | 0 | 2 | -0.3 | / | -3 | -4
CCOC(=O)CCc1c(C)c2ccc(OC3CCCCC3=O)c(C)c2oc1=O (centres undefined) | 9 | -3 | 15 | -119 | -14 | 1 | -1.2 | -3 | -9 | -49
O=C(Nc1ccc(Cl)cc1)C1CCN(C(=O)NC2CCCCC2)CC1 | 0 | 1 | -1 | -1 | -1 | 2 | 0.1 | 0 | 0 | -1
Cc1noc(/C=C/N(C)C)c1S(=O)(=O)N1CCCC(C(=O)NC(C)c2ccccc2)C1 (centres undefined) | -6 | -6 | 7 | -35 | -15 | 11 | -4.0 | 2 | -6 | -15
Cc1cnc(NC(=O)C2=C(O)c3ccccc3S(=O)(=O)N2C)s1 | 4&1&1&-5 | -5&4&4&0 | 3&-8&9&6 | -7&7&-9&13 | -3&-3&-5&-1 | -4&-5&-2&3 | -0.8&0.5&0.1&0.0 | -5&-2&0&8 | 8&5&1&-2 | -2&-4&-4&3
CC(C)C(=O)Nc1nnc(-c2ccccc2)o1 | -5 | -1 | -3 | -4 | 1 | -2 | 0.2 | 6 | 5 | 1
CC/C(=N/Nc1ccc(Cl)cc1)c1cnnc(SC)n1 | 7 | -5 | -9 | -1 | 0 | -3 | 0.1 | -4 | -5 | -2
CCc1ccc(OCC(=O)N(C)C)c(Br)c1 | 0 | 4 | 1 | -4 | -1 | 2 | -0.2 | 7 | -1 | -2
CS(=O)(=O)c1ccc(Cl)c(NC(=O)c2cccc(Br)c2)c1 | 4 | -2 | 4 | -6 | 0 | 2 | 0.2 | -10 | 7 | -1
Cc1cc(C)n(S(=O)(=O)c2cc(Cl)ccc2Cl)n1 | 0 | -4 | 5 | 2 | 1 | 5 | 0.0 | -4 | 8 | 1
CCN(CC)C(=O)CSc1ncnc2c1nnn2-c1ccc(F)cc1 | 2 | -3 | -4 | 1 | -1 | 2 | -0.1 | -6 | 4 | -3
CC(C)c1ccc(OCC(=O)Nc2ccc3oc(=O)ccc3c2)cc1 | 1 | -5 | 7 | -37 | -28 | 2 | -1.1 | -1 | 5 | -13
Cn1c(=O)c2c(ncn2CC(=O)OCC(=O)c2ccc(Br)cc2)n(C)c1=O | -16 | -4 | 4 | -12 | -8 | 8 | -1.3 | 7 | -7 | 2
COc1ccccc1Nc1nc(NCCO)nc(N)c1[N+](=O)[O-] | -4 | 4 | -16 | 3 | 1 | 1 | -0.5 | 3 | -3 | 1
Cc1cc(C)n(-c2nc3c(c(=O)[nH]c(=O)n3C)n2Cc2cccc(Br)c2)n1 | 1 | -5 | 7 | -3 | 0 | -3 | -0.5 | 12 | -8 | -4
COC(=O)[C@@H](Cc1ccccc1)NC(=O)[C@H]1O[C@@H](n2cnc3c(N)ncnc32)[C@H](O)[C@@H]1O | -2 | 3 | 16 | -10 | -3 | 0 | 0.1 | 4 | -1 | -5
CCOc1ccccc1-n1nnnc1SCC(=O)Nc1cc(C)on1 | 7 | 3 | -8 | 1 | -2 | -4 | 0.1 | -3 | -2 | -4
O=C(C/C=N\OCc1ccc([N+](=O)[O-])cc1)Nc1ccc(Br)cc1 | -4 | 5 | 11 | 5 | -3 | -6 | 0.3 | 3 | 1 | 3
O=C(COc1cccc(C(F)(F)F)c1)NNC(=O)Cn1c(=O)cnc2ccccc21 | 6 | 10 | -2 | -11 | -3 | -3 | -0.5 | 2 | 5 | -5
CCOc1ccc(NC(=S)N2CCN(S(=O)(=O)c3ccc(OC)cc3)CC2)cc1 | 11 | -5 | 1 | -3 | -1 | -1 | -0.6 | 17 | -4 | -2
O=C(COC(=O)/C=C/c1ccc(OC(F)F)cc1)NC(=O)NC1CCCCC1 | 3 | -2 | 15 | 2 | 0 | 0 | 0.0 | -2 | -1 | 0
CCCCC1(Cc2ccc(OC)c([N+](=O)[O-])c2)C(=O)N(c2ccccc2)N(c2ccccc2)C1=O | -3 | 6 | 5 | -4 | 4 | 0 | -0.1 | -8 | 1 | -4
CCOC(=O)[C@]12CCCC=C1N(Cc1cccc3ccccc13)C(=O)[C@H](CC(=O)N1CCN(C(=O)C3CC3)CC1)C2 | 7 | -5 | -13 | 4 | 0 | -3 | 0.6 | -3 | -2 | -2
Cc1cccc(CN2CCOCCS2(=O)=O)c1 | -4 | -2 | 2 | 6 | 5 | -2 | -0.6 | 11 | -11 | -3
O=C(NCc1cccc2ccccc12)c1cccs1 | -7 | 4 | 1 | -5 | 0 | -1 | 0.5 | -6 | 2 | 0
O=c1cc(N2CCN(c3cccc(Cl)c3)CC2)[nH]c(=O)n1C1CCCCC1 | 3 | 0 | 10 | -8 | -1 | 2 | 0.0 | -6 | 5 | -5
CC(=O)NC1CCCCN(Cc2cccc(F)c2)C1=O (centres undefined) | 8 | -4 | / | 0 | 1 | -1 | -0.1 | / | 0 | -1
COc1ccc(CCNC(=O)CCC(=O)N2CCOc3ccc(C)cc32)cc1OC | 1 | 0 | -15 | -10 | -1 | -3 | 0.2 | -1 | -1 | -2
CC(C)C(C(=O)NCc1ccccc1)N(CC1CCCO1)C(=O)CNS(=O)(=O)c1ccccc1 (centres undefined) | -1 | -3 | -2 | 2 | 1 | 3 | 0.4 | -4 | 0 | 2
C=CCOc1cccc(C(=O)N2CCC(CCC(=O)NC3CC3)CC2)c1 | 0 | -4 | 10 | -5 | 3 | 2 | -0.2 | 2 | -7 | -1
C=CCc1ccc(OCC(O)CN2CCCCC2C)c(OC)c1 (centres undefined) | 7 | -12 | -1 | -2 | -3 | 0 | -0.4 | 8 | 2 | -1
COc1ccccc1N(C)S(=O)(=O)c1ccc(C(=O)N2CCC2)cc1 | -4 | -11 | -8 | -4 | 0 | -1 | 0.0 | 16 | -6 | -1
CCOc1ccc(S(=O)(=O)N2CCC(C(=O)NCC3CCCO3)CC2)cc1 (centres undefined) | -8 | 0 | -5 | -3 | -1 | -1 | 0.5 | 3 | 4 | -2
CCOc1ccc(C2=CSC3=NCCN23)cc1 | -4 | 0 | -13 | -5 | -1 | -1 | 0.2 | -6 | 0 | -6
Cc1nn(Cc2ccc(F)cc2)c(C)c1NC(=O)c1cnn2c1NC(c1cccs1)CC2C(F)(F)F (centres undefined) | 7 | 4 | 4 | 12 | 2 | -5 | -0.4 | 16 | 0 | -2
Cc1cc(NS(=O)(=O)c2ccc(NC(=O)CSc3nnc(-c4ccc(C(C)(C)C)cc4)n3Cc3ccco3)cc2)nc(C)n1 | -4 | 3 | / | 6 | -2 | 2 | 0.5 | / | 7 | 1
COCCN(C(=O)c1ccco1)c1nc(-c2ccc(OC)cc2)cs1 | 10 | 1 | -15 | 3 | 0 | -1 | 0.2 | 0 | 1 | 0

Molecules shown so far that contain a Cl atom (6):
SMILES | TDP2 inh | DDE Tn7 FP inh | ASAP1 GAP inh | ADAM10 inh | PLCg1 inh | LEDGF integ inh | KLK7 zymogen act | ARFGAP1 inh | Tn6 DDE FP | ADAM17 inh
CC(C)c1ccc(N2C(=O)CC(NNC(=O)c3ccccc3Cl)C2=O)cc1 (centres undefined) | 10 | -8 | -12 | 2 | 1 | 6 | 0.1 | -8 | -8 | -3
O=C(Nc1ccc(Cl)cc1)C1CCN(C(=O)NC2CCCCC2)CC1 | 0 | 1 | -1 | -1 | -1 | 2 | 0.1 | 0 | 0 | -1
CC/C(=N/Nc1ccc(Cl)cc1)c1cnnc(SC)n1 | 7 | -5 | -9 | -1 | 0 | -3 | 0.1 | -4 | -5 | -2
CS(=O)(=O)c1ccc(Cl)c(NC(=O)c2cccc(Br)c2)c1 | 4 | -2 | 4 | -6 | 0 | 2 | 0.2 | -10 | 7 | -1
Cc1cc(C)n(S(=O)(=O)c2cc(Cl)ccc2Cl)n1 | 0 | -4 | 5 | 2 | 1 | 5 | 0.0 | -4 | 8 | 1
O=c1cc(N2CCN(c3cccc(Cl)c3)CC2)[nH]c(=O)n1C1CCCCC1 | 3 | 0 | 10 | -8 | -1 | 2 | 0.0 | -6 | 5 | -5

Bioassay records (PubChem)
